Anthrax LF prot – blocks Bacillus anthracis lethal factor protease | P15917 | multiplex microsphere protease cleavage assay, LF | inhibition, % at 10 µM | 360,000 compounds, 0.12% hits; also: plate controls were buffer without enzyme for full effect and enzyme alone for no effect
Target sequence (P15917 whole entry, looked up): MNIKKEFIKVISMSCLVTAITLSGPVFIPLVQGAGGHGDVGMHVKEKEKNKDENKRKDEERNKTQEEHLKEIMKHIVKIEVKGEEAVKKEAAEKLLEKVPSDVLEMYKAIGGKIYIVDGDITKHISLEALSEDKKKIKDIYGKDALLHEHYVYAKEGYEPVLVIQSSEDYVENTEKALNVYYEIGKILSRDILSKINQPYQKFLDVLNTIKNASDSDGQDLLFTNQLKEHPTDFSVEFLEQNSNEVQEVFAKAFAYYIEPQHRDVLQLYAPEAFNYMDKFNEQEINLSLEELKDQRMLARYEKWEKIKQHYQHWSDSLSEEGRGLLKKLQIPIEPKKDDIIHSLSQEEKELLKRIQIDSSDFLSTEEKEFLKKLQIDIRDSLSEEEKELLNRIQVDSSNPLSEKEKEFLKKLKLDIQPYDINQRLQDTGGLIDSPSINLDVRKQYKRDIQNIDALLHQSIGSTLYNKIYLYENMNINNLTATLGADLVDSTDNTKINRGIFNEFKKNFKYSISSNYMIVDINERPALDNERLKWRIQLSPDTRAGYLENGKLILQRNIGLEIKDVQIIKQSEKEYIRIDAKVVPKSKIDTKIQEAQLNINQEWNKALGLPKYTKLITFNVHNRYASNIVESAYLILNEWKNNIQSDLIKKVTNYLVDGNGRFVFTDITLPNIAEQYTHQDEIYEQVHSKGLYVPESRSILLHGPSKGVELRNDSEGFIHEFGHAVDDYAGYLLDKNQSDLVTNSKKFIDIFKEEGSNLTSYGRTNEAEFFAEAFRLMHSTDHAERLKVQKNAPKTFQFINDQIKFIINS
CCHFV vOTU inh – CCHFV vOTU protease inhibition | inhibition, % at 11.5 µM | 370,000 compounds, 0.55% hits | Pep-AMC fluorescence | AID 651958; in the data active = inhibition above about 30%; also: 0% = vehicle wells with enzyme and 100% = no enzyme wells
Y pestis TopoI – blocks Yersinia pestis topoisomerase I activity; 360,000 compounds, 0.064% hits; activity, % at 10 µM; AID 504884; Y. pestis Topo-I cleavage product accumulation, plate reader; in the data active = activity above about 50%, passing the limit was not always enough; inconclusive = no clear call, values can overlap the other calls; also: inactives centre near 2
Vc quorum ag – induces V. cholerae light production without autoinducers | V. cholerae BH1578 lux reporter, luminescence, 6 h | activation, % at 18.7 µM | 350,000 compounds, 0.16% hits | AID 588436; in the data active = activation mostly above about 9.7%, no sharp cut-off; inconclusive = no clear call, values can overlap the other calls; inactive = mostly below about 3.7%; also: not every result past the cut was called active; inactives centre near 0; reference of the scale not given here
DUSP3 inh – blocks human VHR1 dual specificity phosphatase | inhibition, % at 13.3 µM | AID 1654 | recombinant VHR phosphatase, pNPP absorbance | 290,000 compounds, 0.52% hits | P51452; in the data active = inhibition above about 50%; also: some compounds called inactive have numbers as strong as hits
Target sequence (P51452 whole entry, looked up): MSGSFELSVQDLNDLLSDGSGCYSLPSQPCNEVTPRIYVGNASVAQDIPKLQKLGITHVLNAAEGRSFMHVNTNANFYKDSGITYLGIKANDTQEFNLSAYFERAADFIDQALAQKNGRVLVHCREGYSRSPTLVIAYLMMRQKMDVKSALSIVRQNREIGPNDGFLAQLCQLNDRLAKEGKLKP
BoNT-A LC inh2 – BoNT A light chain protease inhibition; multiplex microsphere protease substrate cleavage, flow cytometry; inhibition, % at 10 µM; 360,000 compounds, 0.17% hits; also: plate controls were buffer without enzyme for full effect and enzyme alone for no effect
PfHsp40 yeast – compounds rescuing yeast from Plasmodium falciparum HSP40 toxicity | S. cerevisiae expressing PfHsp40, growth rescue, ATP luminescence | growth rescue, % at 12.5 µM | 340,000 compounds, 0.68% hits; in the data active = growth rescue above about 28%, passing the limit was not always enough; inconclusive = no clear call, values can overlap the other calls;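 also: yeast W303a lacking pdr1 and pdr3 grown in galactose medium; growth measured after three days at 30 °C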
TcdB inh – blocks C. difficile toxin B glycohydrolase activity; AID 652162; 350,000 compounds, 0.24% hits; inhibition, % at 9.99 µM; TcdB glycohydrolase enzymatic assay, plate reader; P18177; in the data active = inhibition above about 10%
3CLpro inhibitor – SARS-CoV 3CLpro protease inhibition; recombinant SARS-CoV 3CLpro, quenched FRET peptide cleavage; inhibition, % at 6 µM; 290,000 compounds, 0.14% hits; AID 1706; in the data active = inhibition above about 12%
SSB-PriA inh – blocks PriA binding to SSB C-terminal tail. AlphaScreen SSBct-PriA binding, biotinylated peptide. inhibition, % at 33 µM. 430,000 compounds, 0.6% hits; in the data active = inhibition mostly above about 37%, no sharp cut-off; inactive = mostly below about 20%;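 also: plate controls were negative control peptide for no effect and reference peptide for full effect; strong numbers were not always called active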
* marks the source's active call; other numbers are inactive results; i = inactive; ? = inconclusive; . = not tested or not shown; & = joins results of further samples. Rule as the data show it, unless noted: active = inhibition above about 30%; inconclusive = no clear call, values can overlap the other calls; inactive = below that.

SMILES	Anthrax LF prot	CCHFV vOTU inh	Y pestis TopoI	Vc quorum ag	DUSP3 inh	BoNT-A LC inh2	PfHsp40 yeast	TcdB inh	3CLpro inhibitor	SSB-PriA inh
O=C(O)C1C2CCC(C2)C1C(=O)NCCc1ccccc1 (stereo not given)	8	3	5	-4.7	-10	-1.8	-0.3	0.7	1	8
COc1cccc(CNC(=O)c2cc(C3CC3)nc3c2cnn3C(C)C)c1	-10	15	25	-0.9	.	0.4	-2.4	0.4	.	-11
CCOC(=O)C(NC(=O)CC(C)C)(Nc1sc(C)c(CC)c1C#N)C(F)(F)F (stereo not given)	-2	4	6	-0.6	-13	-0.3	-0.8	-0.3	2	-18
COC(=O)c1sccc1NC(=O)c1ccc2c(c1)OCO2	1	-13	1	-1.7	5	1.3	0.9	-0.6	2	-7
O=C(CN1C(=O)C(=O)c2ccccc21)NCCc1ccccc1	-3	2	2	-0.4	-3	-0.6	-0.4	1.3	2	3
Cc1cccc(NC(=O)c2ccc(Cl)c(S(=O)(=O)N3CCCCCC3)c2)n1	-4	11	13	-1.5	.	0.7	0.9	1.8	.	2
CCN(CC)C(=O)C1=C(C)N(Cc2ccc(C(C)(C)C)cc2)C(=O)C(CC(=O)NCCCN(C)C)C1 (stereo not given)	1	-2	-7	-2.1	.	0.2	.	-0.2	.	.
O=C(NNC(=S)NC(=O)c1ccccc1)c1ccc([N+](=O)[O-])cc1	-1	0	2	0.6	-28	-4.5	5.4	0.7	-5	0
Cc1cc(C)n2nc(C(=O)Nc3cccc(S(=O)(=O)N4CCCC4)c3)nc2n1	-2	-15	5	i	5	-1.5	1.1	1.6	-1	-12
CC(C)(C)c1ccc(OCCC(=O)OCC(=O)NC(=O)NC2CCCC2)cc1	?	18	28	-10	.	?	-0.1	-0.7	.	-22
O=C(N/N=C\c1cc2c(cc1Cl)OCO2)c1ccc(Br)s1	-2	7	6	-2.2	22	1.1	0.8	0.9	-3	.
COc1ccc(N2CCN(CC(=O)Nc3ccc(C)c(C)c3)CC2)cc1	16	8	25	-0.3	44	-4.4	-1.3	-0.2	-6	18
COc1ccc(/C(O)=C2/C(=O)C(=O)N(CCN3CCNCC3)C2c2cccc([N+](=O)[O-])c2)cc1 (stereo not given)	17	0	12	-2.0	9	-2.3	-0.6	0.5	0	.
COCCCN1C(=O)C(CC(=O)NCc2cccc3ccccc23)CC(C(=O)N2CCCCCC2)=C1C (stereo not given)	-2	-9	.	.	.	0.3	.	0.3	.	.
CC1(C)CC(=O)C2=C(C1)Oc1ncn(CCO)c(=N)c1C2c1ccccc1 (stereo not given)	-1	9	-5	-12	25	-0.4	0.1	.	5	-4
COc1ccc(CN(C(=O)CSc2nnc(-c3ccccc3F)o2)c2ccc(F)cc2)cc1	-3	.	33	-0.2	-17	0.1	-0.1	.	0	-5
Cc1ccc(-c2nnc(CCC(=O)NCC3C4CC5CC(C4)CC3C5)o2)s1 (stereo not given)	-5	-3	8	-0.3	9	0.1	1.5	1.7	-6	-20
CC[C@H](C)[C@H]1CNC(=S)N1CC1CCN(CCCC2CCCC2)CC1	-10	-5	8	-1.4	.	-0.2	-0.7	13*	.	-11
Cc1csc(SCC(=O)NC(=O)NC2CCCC2)n1	8	-4	1	0.4	14	0.2	-0.1	1.0	1	-8
CC1=C(C(=O)NCCc2ccc(C)cc2)C2(CCC(C)CC2)OC1=O (stereo not given)	-6	2	21	-1.6	4	-0.6	3.6	0.7	1	10
Cc1cc(C[n+]2cc(Br)ccc2N)c2ncccc2c1	-8	13	7	i	19	-0.6	2.8	0.5	-1	4
COCCCNC(=O)CCN1C(=O)COc2ccccc21	-2	-7	6	-1.7	34	0.9	0.0	.	-2	-4
CCOCCCNC(=O)c1c[nH]c2ccc(OCC)cc2c1=O	-3	0	-1	i	32	-0.1	21	1.2	-2	3
N=c1sccn1CC(=O)NC(=O)NC1CCCC1	-1	-12	2	-1.0	10	0.0	0.3	-0.2	-3	-4
CCSc1nc(N)c2c(C)c(C)sc2n1	-1	-10	-1	-0.2	8	0.4	1.6	.	-3	5

Next part
SMILES	Anthrax LF prot	CCHFV vOTU inh	Y pestis TopoI	Vc quorum ag	DUSP3 inh	BoNT-A LC inh2	PfHsp40 yeast	TcdB inh	3CLpro inhibitor	SSB-PriA inh
CCc1nc2ccccc2c(=O)n1/N=C/c1ccc(OC)cc1	8	2	0	i	.	?	0.2	1.9	.	.
CCCOc1ccc(N2C(=O)CC(N(CCCO)C(=O)CC)C2=O)cc1 (stereo not given)	10	-8	5	-0.6	-14	?	-0.2	0.2	1	-9
Cc1ccc(CNC(=O)c2ccc(OCC3CCCO3)cc2)cc1 (stereo not given)	0	-18	5	-0.3	-7	0.3	-0.9	.	-1	-5
COC(=O)C1CCN(C(=O)c2ccc3nccnc3c2)CC1	0	-2	1	-0.5	19	-1.1	0.1	-1.4	4	-2
CCc1ccc(NC(=O)C2CCN(S(=O)(=O)c3ccc4c(c3)N(C(C)=O)CCO4)CC2)cc1	0	.	18	-0.4	-23	1.3	0.9	.	-5	-3
CN(C)S(=O)(=O)N(CC(=O)Nc1ccc(F)c(F)c1)c1ccccc1	-1	-10	1	i	-17	0.7	1.5	3.1	2	-4
Cc1ccc(S(=O)(=O)N2CCN(c3ccnc4cc(Cl)ccc34)CC2)cc1C	1	1	-3	-0.6	15	0.0	1.2	-0.5	2	11
COc1cc(/C=C2/SC(=S)N(Cc3ccccc3)C2=O)ccc1OS(C)(=O)=O	29	-2	-8	i	17	5.6	-1.1	2.2	5	1
Cc1ccc(OC(=S)Nc2ccccc2)c(C)c1	.	-1	4	-0.4	27	.	6.9	.	5	-24
CC(=O)OCc1nc2ccccc2s1	-5	-8	-6	-2.0	37	0.4	0.7	.	0	4
CC(NC(=O)COC(=O)c1ccco1)c1ccccc1 (stereo not given)	-1	2	1	0.2	26	-0.2	0.6	7.0	0	-12
CN(C(=O)CSc1nnnn1-c1ccccc1)C1CCS(=O)(=O)C1 (stereo not given)	-2	-6	3	-0.2	26	-0.3	-1.8	0.8	2	-6
Cc1cccc(C(=O)Nc2cccc(OC(=O)c3cccc(C)c3)c2)c1	-3	4	6	.	17	-0.2	3.3	0.3	6	-16
O=C(c1ccccc1)c1cccn1CC(=O)N1CCCCCC1	.	-1	-2	i	4	.	-1.7	.	-7	-4
C=CCn1c(COc2ccc(Cl)cc2)nnc1SCC(=O)N/N=C/c1ccccc1	-4	9	38	0.7	35	0.3	1.4	.	-2	.
CC(C)C(=O)Nc1ccccc1C(=O)N/N=C/c1ccc([N+](=O)[O-])cc1	2	3	-8	i	30	-0.7	-2.1	.	0	.
O=C(COc1c(Cl)cccc1Cl)Nc1ccccc1N1CCCC1	3	0	54*	i	18	2.1	5.2	1.3	3	-15
CC(OC(=O)CCc1ccccc1)C(=O)Nc1ccc(Cl)cn1 (stereo not given)	.	13	7	i	.	.	1.3	0.1	.	-7
O=C1[C@@H]2Cc3c([nH]c4ccccc34)C(c3cccc(Br)c3)N2C(=O)CN1C1CCN(Cc2ccccc2)CC1 (stereo not given in full)	6	7	-6	-1.6	16	-2.4	7.1	1.1	2	-20
OC(CNCc1ccco1)Cn1c2ccccc2c2ccccc21 (stereo not given)	-10	12	0	-0.2	24	-1.3	0.4	.	0	2
O=C1NC(c2cccnc2)C(C(=O)c2cccs2)C(O)(C(F)(F)F)N1 (stereo not given)	-11	18	0	-6.2	-2	-0.8	-1.3	.	-2	-12
CCC(C)NC(=O)CSc1nc2cc(S(=O)(=O)N3CCOCC3)ccc2n1CC (stereo not given)	1	4	2	12	.	-1.8	0.5	11*	.	5
COc1ccc(OC)c(S(=O)(=O)NC(C)c2cnn(-c3ccccn3)c2C)c1 (stereo not given)	12	-6	-4	-0.4	-10	1.0	0.2	0.7	-2	-3
O=[N+]([O-])c1cc(S(=O)(=O)NCCN2CCOCC2)ccc1Cl	0	8	-10	0.6	36	0.9	0.9	-1.1	0	4
Cc1cccc(C)c1NC(=O)c1cccc2c1C(=O)N(C1CCCCC1)C2	0	.	32	-2.1	-22	-0.9	-0.2	.	3	-6

Remaining list, next part
SMILES	Anthrax LF prot	CCHFV vOTU inh	Y pestis TopoI	Vc quorum ag	DUSP3 inh	BoNT-A LC inh2	PfHsp40 yeast	TcdB inh	3CLpro inhibitor	SSB-PriA inh
Cc1nnc(SCC(=O)c2c(N)n(C)c(=O)n(C)c2=O)n1Cc1ccccc1	-2	6	-7	-10	25	-0.1	0.1	0.7	5	-22
Cc1cc(C)nc(NS(=O)(=O)c2ccc(NC(=O)c3ccccc3Br)cc2)n1	-4	6	-1	i	.	-0.2	.	-1.2	.	.
Cc1nn(C(C)C(=O)NCCCN2CCCCC2C)c(=O)c2c1sc1ccccc12 (stereo not given)	4	-6	-6	-0.2	18	-2.3	-0.8	0.5	-2	2
COc1ccc(NC(=O)N(C)C[C@H]2OCCCC[C@@H](C)Oc3ccc(N(C)C)cc3C(=O)N([C@H](C)CO)C[C@@H]2C)cc1	3	0	22	-0.6	.	-0.4	.	-11&-22&-10	.	.
Cc1ccc2[nH]c(=O)c(CNC(C)C)cc2c1	0	6	6	i	-6	-0.1	-0.7	.	1	-2
CO/N=C/c1ccc(Oc2ccc(C)cc2)c([N+](=O)[O-])c1	-3	-2	16	-0.5	6	-0.7	6.8	0.3	-3	.
Cc1nc(C)n(CC(C)C(=O)N2CCN(S(=O)(=O)c3ccc(Cl)cc3)CC2)n1 (stereo not given)	0	5	1	-0.2	31	-1.2	-2.4	0.5	-4	6
CC(C)(C)NC(=S)NCc1cccnc1	-2	4	-5	i	19	-1.6	0.3	.	-2	-11
CC(C)COC(=O)N(C)C[C@H]1OCc2cnnn2CCCC(=O)N([C@H](C)CO)C[C@@H]1C	-2	9	-1	-0.4	.	-0.4	.	1.4&-0.1&-0.2	.	.
Cc1cccc2cc(C#N)c(SCc3nnc(-c4ccccc4[N+](=O)[O-])o3)nc12	-2	-3	15	-0.4	-2	0.0	-1.0	1.0	-7	-9
O=P(Nc1ccccc1)(Nc1ccccc1)Oc1cccc(Cl)c1	-18	0	5	i	34	?	1.5	1.4	2	5
O=C(O)CC(NC(=O)C12CC3CC(CC(C3)C1)C2)c1ccc(F)cc1 (stereo not given)	-6	-22	-2	0.5	17	-2.1	-0.4	-0.4	2	-14
CCOc1cc2c(cc1OCC)C(c1ccccc1)N(c1ccccc1)C(=O)C2 (stereo not given)	-2	-9	5	-0.6	3	-1.3	0.3	.	3	10
Cc1cc(O)c(-c2cc(C(=O)Nc3cccnc3)[nH]n2)cc1C	-6	7	8	0.2	3	0.1	-2.0	0.4	-2	-4
CC(=O)c1ccc(NC(=O)c2ccc3nc(C)sc3c2)cc1	14	2	4	0.5	31	-3.0	3.5	0.6	-10	-6
C[C@@H]1CN([C@H](C)CO)C(=O)CCCn2cc(nn2)CO[C@H]1CN(C)C(=O)Nc1ccc2c(c1)OCO2	3	-8	4	-0.3	.	-0.3	.	0.8&-0.3&1.4	.	.
Cc1nnc(C)n1/N=C/c1ccc(O)cc1	-5	-6	-1	i	26	-0.5	-1.4	.	4	.
O=C(CSCc1ccc(Cl)cc1)Nc1ccccc1C(=O)N1CCOCC1	-3	1	5	.	10	-0.1	0.2	-0.1	-2	-16

Structural class: the compounds so far containing a furan ring, fused or not.
SMILES	Anthrax LF prot	CCHFV vOTU inh	Y pestis TopoI	Vc quorum ag	DUSP3 inh	BoNT-A LC inh2	PfHsp40 yeast	TcdB inh	3CLpro inhibitor	SSB-PriA inh
CC(NC(=O)COC(=O)c1ccco1)c1ccccc1 (stereo not given)	-1	2	1	0.2	26	-0.2	0.6	7.0	0	-12
OC(CNCc1ccco1)Cn1c2ccccc2c2ccccc21 (stereo not given)	-10	12	0	-0.2	24	-1.3	0.4	.	0	2

Single values from the entries so far.
`O=P(Nc1ccccc1)(Nc1ccccc1)Oc1cccc(Cl)c1` @ Y pestis TopoI = 5
`Cc1ccc2[nH]c(=O)c(CNC(C)C)cc2c1` @ Y pestis TopoI = 6

Some of the compounds tested; count on the stated rates, not on these rows.
